Bcl-xL primary = Bcl-xL (human) inhibition | GST-Bcl-xL / FITC-Bim BH3 peptide fluorescence polarization | inhibition, % at 10.9 µM | actives 0.7% (n = 320,000) | AID 2129 | Q07817;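 active = inhibition above the mean of all tested compounds plus 3 SD, cutoff set per campaign, cut at about 30% in these data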;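 also: 0% = DMSO wells and 100% = unlabeled Bim-BH3 peptide competitor; inhibitors lower millipolarization by displacing the labeled peptide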
Target sequence (Q07817 whole entry, looked up): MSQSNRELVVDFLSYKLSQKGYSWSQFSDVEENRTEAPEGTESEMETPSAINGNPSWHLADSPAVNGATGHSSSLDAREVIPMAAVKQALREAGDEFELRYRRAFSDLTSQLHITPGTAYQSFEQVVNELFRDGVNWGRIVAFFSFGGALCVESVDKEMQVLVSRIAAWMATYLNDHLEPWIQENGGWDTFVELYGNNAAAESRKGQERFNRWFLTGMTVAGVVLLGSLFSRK
PME-1 primary = blocks human protein phosphatase methylesterase 1; Q9Y570; recombinant PME-1, FP-Rh probe fluorescence polarization; inhibition, % at 5.9 µM; actives 0.53% (n = 320,000); AID 2130;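 active = inhibition above the campaign mean of all compounds plus 3 SD, cut at about 26% in these data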;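 also: competitive labeling of PME-1 active site by serine hydrolase directed probe; 0% = PME-1 with DMSO and 100% = wells lacking PME-1 enzyme; inhibitors block probe labeling so polarization falls and inhibition rises; many of its hits are not listed in these tables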
Target sequence (Q9Y570 whole entry, looked up): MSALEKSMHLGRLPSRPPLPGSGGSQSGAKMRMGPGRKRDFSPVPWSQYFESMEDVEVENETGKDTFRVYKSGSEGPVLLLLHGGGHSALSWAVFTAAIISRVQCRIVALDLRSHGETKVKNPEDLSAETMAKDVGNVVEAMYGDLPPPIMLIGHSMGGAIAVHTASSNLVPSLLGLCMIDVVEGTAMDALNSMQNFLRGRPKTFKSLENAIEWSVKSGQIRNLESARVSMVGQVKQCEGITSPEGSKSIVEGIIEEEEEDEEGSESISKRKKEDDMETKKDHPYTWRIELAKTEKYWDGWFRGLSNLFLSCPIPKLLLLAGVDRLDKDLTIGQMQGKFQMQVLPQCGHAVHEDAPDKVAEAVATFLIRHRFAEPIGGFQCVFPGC
Fam108B inh = Fam108B inhibition, counter-screen for RBBP9 inhibitors; recombinant Fam108B, FP-Rh probe fluorescence polarization; inhibition, % at 9.51 µM; actives 0.33% (n = 300,000);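 active = inhibition above the screen mean inhibition plus 3 SD, computed separately per campaign, cut at about 18% in these data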;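 also: inhibitors lower polarization as less probe binds the enzyme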
pPAFAH inh = inhibitors of human plasma PAF acetylhydrolase (pPAFAH) | actives 1.5% (n = 330,000) | recombinant pPAFAH, FP-rhodamine probe fluorescence polarization | AID 463082 | inhibition, % at 3.39 µM | Q13093;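 active = inhibition above the mean inhibition across the screen plus 3 SD, cut at about 25% in these data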;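 also: inhibitors block binding of the rhodamine activity-based probe so polarization drops; 0% = enzyme with DMSO and 100% = wells lacking pPAFAH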
Target sequence (Q13093 whole entry, looked up): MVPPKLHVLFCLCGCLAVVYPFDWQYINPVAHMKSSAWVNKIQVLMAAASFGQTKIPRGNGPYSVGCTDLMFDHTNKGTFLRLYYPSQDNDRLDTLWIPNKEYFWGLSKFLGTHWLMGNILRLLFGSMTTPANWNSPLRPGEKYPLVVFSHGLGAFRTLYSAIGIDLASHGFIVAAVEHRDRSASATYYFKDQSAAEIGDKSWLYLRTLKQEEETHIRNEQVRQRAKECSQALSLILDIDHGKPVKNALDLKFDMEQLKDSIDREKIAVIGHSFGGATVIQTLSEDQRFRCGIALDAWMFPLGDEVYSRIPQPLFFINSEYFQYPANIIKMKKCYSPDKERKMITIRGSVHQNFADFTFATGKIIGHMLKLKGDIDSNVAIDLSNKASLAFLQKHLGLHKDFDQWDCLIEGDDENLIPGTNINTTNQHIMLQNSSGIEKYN
MCL1 BIM primary = inhibitors of human MCL1 binding to BIM-BH3 peptide | actives 0.68% (n = 320,000) | inhibition, % at 10.9 µM | GST-MCL1 / FITC-Bim-BH3 fluorescence polarization;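 active = inhibition above the mean inhibition of all tested compounds plus 3 SD, set per campaign, cut at about 40% in these data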;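 also: 0% = DMSO wells and 100% = unlabeled Bim-BH3 peptide control; higher means more loss of mP so more displacement of Bim peptide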
MEX-5 binding = C. elegans MEX-5 TCR-2 RNA binding activity; Q9XUB2; MEX-5/FITC-TCR2 RNA binding, fluorescence polarization; stronger effect = lower value; activity score (negative = inhibition of binding), % at 10 µM; actives 0.38% (n = 300,000);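 active = inhibition past about -25% in most replicates, and total fluorescence under double the plate's negative control median, limit read from the data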;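 also: 0% = DMSO and -100% = 5 µM competing unlabeled TCR2 RNA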
AHR activator = activators of human aryl hydrocarbon receptor | P35869 | AHR-responsive luciferase reporter cells, luminescence | activation, % at 5 µM | actives 2.5% (n = 320,000); in the data active = activation above about 47%;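 also: 0% = vehicle wells and 100% = reference agonist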
GLD-1 TGE inh = GLD-1-TGE RNA interaction inhibition (C. elegans) | purified GLD-1 + fluorescein TGE RNA, fluorescence polarization | inhibition, % at 5.96 µM | Q17339 | actives 0.44% (n = 320,000);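 active = percent inhibition above a per-plate cutoff, the plate mean of test compounds plus 3 SD, cut at about 30% in these data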;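 also: 0% = DMSO wells with GLD-1 and probe and 100% = wells lacking GLD-1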
PAFAH1B2 FP inh = inhibitors of human PAFAH1B2. P68402. recombinant PAFAH1B2, FP-rhodamine activity probe, fluorescence polarization. inhibition, % at 3.39 µM. actives 1.2% (n = 340,000). AID 492953;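 active = inhibition above the mean of all tested compounds plus 3 SD, cut at about 24% in these data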;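 also: 0% = enzyme with DMSO and 100% = wells lacking PAFAH1B2; many of its hits are not listed in these tables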
An asterisk follows results filed as active; / = not tested or not shown. These rows are one share of the data; rates above refer to the full screens.

SMILES	Bcl-xL primary	PME-1 primary	Fam108B inh	pPAFAH inh	MCL1 BIM primary	MEX-5 binding	AHR activator	GLD-1 TGE inh	PAFAH1B2 FP inh
CC(=O)NC1(C(F)(F)F)C(=O)NC(C)=C1C#N (stereo unspecified)	0	1	1	2	0	-0.8	-2	-7	-1
Cc1cc(C)n(CC(=O)n2c3c(c4ccccc42)CCCC3)n1	-8	-2	2	2	-10	-0.7	8	6	2
Nc1nonc1-c1nc2ccccc2[nH]1	0	-5	-3	-6	1	-7.8	2	-1	7
CC1CCCCN1CCNC(=O)C1CCCN(c2ncnc3c2nc2n3CCCCC2)C1 (stereo unspecified)	39*	0	-1	3	34	-1.6	-1	15	1
COC(=O)c1ccc(C)cc1	/	/	/	6	/	/	1	2	4
CCN(CC)S(=O)(=O)c1cc([N+](=O)[O-])ccc1NNC(=O)Nc1ccc(F)cc1	-9	-8	1	3	-8	-1.3	-3	-3	4
CCCS(=O)(=O)N1CCCC(C(=O)N2CCC(Cc3ccccc3)CC2)C1 (stereo unspecified)	7	6	4	7	3	-1.2	-3	9	3
COc1ccc2c(Cl)c(-c3nnc(SCC(N)=O)n3C)sc2c1	-6	2	-2	-2	-6	-2.5	2	3	5
Oc1ccccc1C1=NN(c2ccccc2)C(c2ccccc2)C1 (stereo unspecified)	0	6	12	9	1	-1.1	10	3	8
O=C(c1nc2ccccc2[nH]1)c1ccccc1[N+](=O)[O-]	4	3	2	-7	9	1.5	19	9	2
N#Cc1nc(-c2ccco2)oc1NCCN1CCOCC1	2	4	5	0	5	-4.6	-1	4	2
COc1ccc(S(=O)(=O)CCC(=O)N2CC(=O)N(CCc3ccccc3)C(=O)C2)cc1	6	0	0	3	5	/	12	0	3
O=C(NCc1ccccn1)c1ccc(OC2CCN(Cc3cccs3)CC2)cc1	8	2	-1	0	7	-0.6	5	1	-2
Cc1ccc(S(=O)(=O)NC(CC(=O)O)c2ccco2)cc1 (stereo unspecified)	2	-3	-4	6	3	-2.1	-3	2	9
COc1ccc(C2CC(c3ccc4ccccc4c3OC(C)=O)=NN2C(=O)/C=C/c2ccccc2)cc1 (stereo unspecified)	-1	-12	-6	3	-3	2.6	9	1	0
COc1ccccc1N1CCN(C(=O)CCNC(=O)Cn2ccc3ccccc3c2=O)CC1	5	2	-2	2	3	2.1	2	-2	-4
COC(=O)c1[nH]c2cc(OC)ccc2c1N=CN(C)C	-2	2	0	-3	-5	-1.1	13	8	-1
CCOC(=O)c1cncc(C(=O)O)c1	5	-3	1	2	0	0.2	-2	9	-1
CCOC(=O)NC(=O)CSc1nc2ccc(C)cc2[nH]1	-22	2	3	9	-28	0.3	13	-5	8
CN1CCN(CC(=O)NN2CC(=O)N(c3ccc(F)cc3)CC2=O)CC1	8	-1	5	0	13	-0.2	-1	-2	6

3 compounds from above, arranged by SMILES length, smallest number first:
SMILES	Bcl-xL primary	PME-1 primary	Fam108B inh	pPAFAH inh	MCL1 BIM primary	MEX-5 binding	AHR activator	GLD-1 TGE inh	PAFAH1B2 FP inh
COC(=O)c1ccc(C)cc1	/	/	/	6	/	/	1	2	4
CC(=O)NC1(C(F)(F)F)C(=O)NC(C)=C1C#N (stereo unspecified)	0	1	1	2	0	-0.8	-2	-7	-1
Cc1cc(C)n(CC(=O)n2c3c(c4ccccc42)CCCC3)n1	-8	-2	2	2	-10	-0.7	8	6	2

Continuation.
SMILES	Bcl-xL primary	PME-1 primary	Fam108B inh	pPAFAH inh	MCL1 BIM primary	MEX-5 binding	AHR activator	GLD-1 TGE inh	PAFAH1B2 FP inh
CC(C)(C)CC(=O)NCc1ccc(F)cc1	7	-3	2	-2	8	1.4	-1	-6	5
O=S(=O)(Nc1nc2c(s1)CCCC2)c1ccc2ccccc2c1	1	6	9	5	-3	-1.6	1	7	2
CCOc1ccc(N(C)C(=O)CCc2nnc3ccc(NCc4ccco4)nn23)cc1	5	-2	4	7	4	-2.4	3	3	1
CN(C)S(=O)(=O)c1cccc(NC(=S)NCCCn2ccnc2)c1	0	-9	2	-5	0	-0.3	10	8	4
O=C(CC1S/C(=N/N=C/c2c[nH]c3ccc(OCc4ccccc4)cc23)NC1=O)Nc1ccccc1 (stereo unspecified)	-15	11	4	2	-38	-3.1	4	-27	3
COc1ccc(C(c2sc3ncnn3c2O)N2CC(C)OC(C)C2)cc1OC (stereo unspecified)	1	1	1	0	2	0.2	11	3	1
CC12CCC(C(=O)Nc3ccc(Cl)cc3)([C@H](Br)C1=O)C2(C)C (stereo partly specified)	-1	2	-1	2	-9	-3.3	2	-8	/
CCN(c1ccccc1)S(=O)(=O)c1ccc(C(=O)Nc2ccccc2OC)cc1	/	/	/	3	/	/	2	0	2
COc1ccc(/C=C2\CCCC3C2=NN(C(=O)CSc2n[nH]c(N)n2)C3c2ccc(OC)cc2)cc1 (stereo unspecified)	4	-7	1	6	-4	1.1	2	5	-2
Cn1c(=O)c2c(nc(Br)n2CCc2ccccc2)n(C)c1=O	5	4	3	7	5	-1.7	-5	6	8
Cc1ccc(NC(=O)CNC(=O)c2ccc(C(C)(C)C)cc2)cc1S(=O)(=O)N1CCOCC1	/	/	/	5	/	/	3	3	5
Cc1ccc(NC(=O)COC(=O)Cn2cnc3ccccc32)c([N+](=O)[O-])c1	3	-4	6	6	-2	-1.2	-3	8	1
O=C(CCl)Nc1ccc(-c2ccccc2)cc1	7	-5	-1	2	10	0.6	-1	1	16
CCOC(=O)C1=C(C)NC(=O)NC1c1ccc(-c2ccccc2F)o1 (stereo unspecified)	4	-4	3	2	-7	-0.5	3	-4	2
O=C(COc1cccc(NC(=O)c2cccs2)c1)c1ccc(F)cc1	5	-4	-3	-2	9	2.3	7	5	-3
CCS/C(N)=N/N=C/c1cc(C)ccc1O	2	5	0	6	5	-0.6	1	-4	5
CCCOc1ccc(-c2nc3c(c(=O)[nH]c(=O)n3Cc3ccccc3)n2CCO)cc1OCC	5	0	2	2	0	-1.4	1	2	6
CCNC(=O)c1cnn(-c2ccccc2)c1-c1ccccc1	4	-3	-2	2	3	-0.7	1	7	3
O=C1COc2ccc(C(=O)c3ccccc3C(=O)O)cc2N1	6	1	1	1	12	-1.3	1	4	2
CCCOc1ccc(C(=O)OCCN2CCCCC2)c(O)c1	3	4	1	1	0	2.0	1	-2	2

An excerpt from above with just MCL1 BIM primary:
SMILES	MCL1 BIM primary
CCNC(=O)c1cnn(-c2ccccc2)c1-c1ccccc1	3
CCOc1ccc(N(C)C(=O)CCc2nnc3ccc(NCc4ccco4)nn23)cc1	4
O=C1COc2ccc(C(=O)c3ccccc3C(=O)O)cc2N1	12

The results go on:
SMILES	Bcl-xL primary	PME-1 primary	Fam108B inh	pPAFAH inh	MCL1 BIM primary	MEX-5 binding	AHR activator	GLD-1 TGE inh	PAFAH1B2 FP inh
COc1ccc(NC(=S)NC(=NS(=O)(=O)c2ccc(Cl)cc2)c2ccccc2)cc1	/	/	/	1	/	/	0	7	18
COc1ccc(/C=C/C(=O)c2ccc3ccccc3c2O)cc1CN1CCOCC1	-8	-4	-8	-6	-21	0.4	7	4	-2
Nc1ccc(CNc2ncn[nH]2)cc1	2	1	1	2	1	1.0	-2	-2	4
COc1ccc(-c2noc(CCC(=O)NC3CCCCC3)n2)cc1OC	-3	-3	-6	6	-2	-0.8	4	-1	1
COc1ccccc1NC(=O)CSc1ncn(-c2ccccc2)n1	8	9	3	-1	8	1.1	4	15	-3
CC(=O)N1c2ccc(S(=O)(=O)N3CCC(C(=O)N4CCN(c5ccc(Cl)cc5)CC4)CC3)cc2CC1C (stereo unspecified)	2	-2	0	11	-1	-3.2	0	4	2
CC(=O)c1ccc(NC(=O)Nc2ccc(Cl)cc2)cc1	1	-53	-3	-9	1	-1.0	0	1	-3
Cc1cc(N/N=C/c2ccc(O)cc2O)nc(N2CCOCC2)n1	4	2	9	10	-5	1.0	-6	-1	0
CC(=O)N1CCCc2cc(S(=O)(=O)N3CCCC(C(=O)NCc4ccc(C)cc4)C3)ccc21 (stereo unspecified)	1	2	-4	5	3	-2.2	-1	8	4
O=C(Nc1ccc(Cl)c(Cl)c1)C1=Cc2ccccc2OC1	4	-81	-49	-29	2	-0.4	10	2	-28
COc1ccc(OCC(=O)c2c(O)c3ccccc3oc2=O)cc1	18	0	1	9	3	0.0	4	5	2
COCOc1ccc(/C=C/C(=O)c2c(OCOC)cc(OCOC)c(CC=C(C)C)c2O)cc1OCOC	4	0	-7	9	6	1.0	7	4	/
COc1ccc(S(=O)(=O)N2CCCCC2)cc1NS(=O)(=O)c1ccc(CNC(C)=O)cc1	/	/	/	0	/	/	2	0	8
O=C(O)CC(NC(=O)C(c1ccccc1)c1ccccc1)c1ccc(F)cc1 (stereo unspecified)	9	-2	3	-1	8	-0.7	0	5	14
Cc1cccc(-n2nc3c(c2NC(=O)c2ccco2)CS(=O)(=O)C3)c1C	9	-6	0	1	8	1.3	2	2	-2
CCOC(=O)C1CCN(C(=O)CSC2=NCCS2)CC1	-4	2	-2	-8	-8	2.8	-2	-12	1
Cc1ccc(C(=O)N/N=C/c2ccoc2)cc1C	5	-8	3	1	7	2.2	11	2	2
CC(=O)c1ccc(NC(=O)CCc2ccc(C)o2)cc1	1	-1	1	3	3	1.8	0	2	-4
O=C(OCC(=O)N1CCOCC1)c1cccc(F)c1	1	4	4	2	-3	0.7	-1	-1	-4
CCCn1c(N)c(C(=O)CSc2nnc(C)n2Cc2ccccc2)c(=O)n(C)c1=O	-6	-4	-5	3	-4	-2.8	2	1	3

Record cards, as listed above:
`CC(=O)c1ccc(NC(=O)CCc2ccc(C)o2)cc1` is listed as Bcl-xL primary: 1; PME-1 primary: -1; Fam108B inh: 1; pPAFAH inh: 3; MCL1 BIM primary: 3; MEX-5 binding: 1.8; AHR activator: 0; GLD-1 TGE inh: 2; PAFAH1B2 FP inh: -4
`Nc1ccc(CNc2ncn[nH]2)cc1` is listed as Bcl-xL primary: 2; PME-1 primary: 1; Fam108B inh: 1; pPAFAH inh: 2; MCL1 BIM primary: 1; MEX-5 binding: 1.0; AHR activator: -2; GLD-1 TGE inh: -2; PAFAH1B2 FP inh: 4

Following part:
SMILES	Bcl-xL primary	PME-1 primary	Fam108B inh	pPAFAH inh	MCL1 BIM primary	MEX-5 binding	AHR activator	GLD-1 TGE inh	PAFAH1B2 FP inh
COc1ccc(-c2cc(C(=O)Nc3cc(OC)c(OC)c(OC)c3)no2)cc1OC	0	5	1	3	6	0.6	-2	3	3
O=C(CSc1nnc(-c2ccccc2NC(=O)c2ccccc2)o1)OC1CCCCC1	1	3	1	3	-7	-1.3	16	7	6
CCOC(=O)c1cnn(-c2ccc(C)cc2)c1N	6	-2	0	7	-6	0.4	2	0	-1
CCN1CCCC1CNC(=O)CSCc1nc(-c2ccccc2C)oc1C (stereo unspecified)	1	-9	0	4	-2	-0.3	-1	9	-3
Cc1cccc(CN2CCC(CNC(=O)C3CCCN(S(=O)(=O)c4cnc[nH]4)C3)CC2)c1 (stereo unspecified)	1	4	2	4	3	/	-2	-3	-4

Pulled by structure from above:
SMILES	Bcl-xL primary	PME-1 primary	Fam108B inh	pPAFAH inh	MCL1 BIM primary	MEX-5 binding	AHR activator	GLD-1 TGE inh	PAFAH1B2 FP inh
Cc1cccc(CN2CCC(CNC(=O)C3CCCN(S(=O)(=O)c4cnc[nH]4)C3)CC2)c1 (stereo unspecified)	1	4	2	4	3	/	-2	-3	-4
CCOC(=O)c1cnn(-c2ccc(C)cc2)c1N	6	-2	0	7	-6	0.4	2	0	-1
CCN1CCCC1CNC(=O)CSCc1nc(-c2ccccc2C)oc1C (stereo unspecified)	1	-9	0	4	-2	-0.3	-1	9	-3

Assay outcomes: PubChem, several laboratories
